# Screening data: PubChem BioAssay, several laboratories
# PolyA inh – polyadenylation inhibitors in yeast reporter cells, primary screen, luminescence, S. cerevisiae | AID 1875, 2009 | 0.02% of 300,000 active | calls only at 12 µM | S. cerevisiae SKY197-pL101 polyadenylation reporter, beta-gal luminescence; efflux-impaired pdr1/pdr3 knockout yeast; score 100 = 6 SD above DMSO;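 active means lowest replicate activity score at least 50, where 100 means six control SD above control mean; inconclusive means lowest score under 50 but half or more replicates reach 50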;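 further: yeast exposed to compound for 9 h at 30 °C; higher score means more reporter readthrough which indicates perturbed polyadenylation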
# HSF1 activator – HSF-1 activators, primary screen, NIH3T3-HGL cells, MG132 stress, luminescence, single point; activation, % at 9 µM; AID 504408, 2011; NIH3T3-HGL HSF-1 luciferase reporter, 8 h; 100% = twice DMSO control signal; 1.7% of 300,000 active;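 active means mean replicate activation of at least 50% with a set share of replicates each reaching 50%; inconclusive means only one of those two conditions met; inactive means mean below 50% and too few replicates reaching it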;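 further: 0% = median of the neutral control wells and 100% = twice that signal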
# KLF5 inhibitor – KLF5 expression inhibitors, primary screen, DLD-1 cells, luminescence. inhibition, % at 5 µM. DLD-1 KLF5 promoter-luciferase reporter. 0.23% of 290,000 active;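 active means inhibition above a per-plate limit of that plate's mean compound inhibition plus 3 SD, cut at about 60% in these data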;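 further: 0% = DMSO wells and 100% = LY294002 at 200 µM; higher means less KLF5 promoter-driven luciferase light; inactives centre near -14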
# GSK3 alpha inh – blockers of GSK3A enzyme activity – biochemical, luminescence, cell-free homogeneous, HTS, primary screen. Glycogen synthase kinase-3 alpha (Homo sapiens), P49840. AID 2650, 2010. GSK-3 alpha kinase, ADP-Glo luminescence, 60 min. 0.1% of 320,000 active. inhibition, % at 10 µM;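 in the data active means inhibition above about 50%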;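 further: GST-tagged GSK-3 alpha with peptide substrate and 25 µM ATP; 0% = DMSO neutral wells and 100% = GW8510 positive control wells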
# Target sequence (P49840 whole entry, looked up): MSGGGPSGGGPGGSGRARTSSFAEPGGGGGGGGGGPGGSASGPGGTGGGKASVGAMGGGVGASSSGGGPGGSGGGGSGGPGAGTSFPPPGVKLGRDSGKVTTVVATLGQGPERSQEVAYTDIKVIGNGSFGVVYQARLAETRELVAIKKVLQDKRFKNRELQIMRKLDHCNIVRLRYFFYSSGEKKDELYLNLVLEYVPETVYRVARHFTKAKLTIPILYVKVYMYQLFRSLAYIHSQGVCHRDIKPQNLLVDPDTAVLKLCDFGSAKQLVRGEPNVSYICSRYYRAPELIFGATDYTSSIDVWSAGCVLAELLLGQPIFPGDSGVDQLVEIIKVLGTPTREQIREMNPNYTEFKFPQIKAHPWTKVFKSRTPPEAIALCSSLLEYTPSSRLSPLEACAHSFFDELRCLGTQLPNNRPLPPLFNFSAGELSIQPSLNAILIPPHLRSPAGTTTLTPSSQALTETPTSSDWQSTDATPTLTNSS
# AI-2 QS modul – Vibrio harveyi AI-2 quorum sensing modulators, primary screen, JMH597 strain, luminescence/OD600 ratio; 0.4% of 300,000 active; activity change, % at 7.5 µM; AID 2094, 2009; Vibrio harveyi JMH597 AI-2 luminescence/OD600 ratio, 9 h; hits give low values; strain lacks LuxN and CqsS sensors; 0 = neutral-control median; in the data active means activity change below about -75%, passing the limit was not always enough; inconclusive means no clear call, values can overlap the other calls;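 further: luminescence divided by OD600 gain over 9 h not by final OD600 alone; inactives centre near 13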
# HSP90 refold inh – HSP90 inhibitors, primary screen, cell lysate, luminescence; Heat shock protein HSP 90 (rabbit reticulocyte lysate; luciferase refolding); Rabbit reticulocyte lysate, luciferase refolding luminescence, 3 h; 0.91% of 290,000 active; inhibition, % at 5.6 µM;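 active means inhibition above the screen-wide mean plus 3 SD, computed separately per campaign, cut at about 16% in these data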;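 further: 0% = DMSO wells and 100% = 60 µM geldanamycin wells; inhibitors lower the luminescence because luciferase stays unfolded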
# GSK3B inh – human GSK3beta kinase inhibitors, primary screen, biochemical, cell-free homogeneous, HTS. Glycogen synthase kinase-3 beta (Homo sapiens), P49841. GST-GSK3beta kinase, ADP-Glo luminescence, 60 min; hits give low values. activity score (negative = inhibition), % at 10 µM. 0.038% of 300,000 active. AID 2097, 2009;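 active means more than half of replicate wells score below -50%, meaning over 50% inhibition versus plate controls; inconclusive means some replicates but at most half score below -50%; inactive means no replicate scores below -50%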;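 further: 0% = median DMSO wells and -100% = median GW8510 positive control wells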
# Target sequence (P49841 whole entry, looked up): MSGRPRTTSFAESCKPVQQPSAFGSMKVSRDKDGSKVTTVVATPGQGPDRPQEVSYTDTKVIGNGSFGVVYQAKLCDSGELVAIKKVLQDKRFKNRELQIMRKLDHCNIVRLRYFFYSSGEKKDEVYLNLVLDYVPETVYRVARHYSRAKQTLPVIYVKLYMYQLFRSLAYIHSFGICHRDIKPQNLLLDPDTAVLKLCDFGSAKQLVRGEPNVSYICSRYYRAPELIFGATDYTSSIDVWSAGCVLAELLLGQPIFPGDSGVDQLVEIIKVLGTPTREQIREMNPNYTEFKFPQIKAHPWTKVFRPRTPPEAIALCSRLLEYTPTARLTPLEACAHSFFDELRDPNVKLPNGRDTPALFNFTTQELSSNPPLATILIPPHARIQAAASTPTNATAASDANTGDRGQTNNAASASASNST
#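 Test system: GST-tagged human GSK3beta kinase, cell-free; evaluation: activity score scaled between in-plate DMSO and GW8510 controls; measured by: ADP-Glo luminescence; incubation: 60 min reaction, RT; benchmarks: DMSO and 20 µM GW8510; reagent: peptide substrate plus 25 µM ATP (final); medium: Tris/MgCl2 kinase buffer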
# HSF1 inh – HSF1 inhibitors in luciferase reporter cells, primary screen, cell-based, NIH3T3, luminescence | NIH3T3-HGL HSE-luciferase, MG132-induced, luminescence 8 h; hits give low values | activity change, negative = inhibition, % at 7.5 µM (by protocol) | 0.77% of 300,000 active;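 active means more than half of replicate wells show activity change below -50%, luminescence cut by over half; inconclusive means some wells, but at most half, below -50%; inactive means no replicate well below -50%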;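 further: luciferase reports HSF-1 transcriptional activity via heat shock element; 0% = median of DMSO wells and -100% = zero luminescence signal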
# aSyn UTR inh – MLPCN primary screen, SNCA 5' untranslated region. 0.82% of 300,000 active. inhibition, % (tested at 7.5 µM). AID 1813, 2009. alpha-synuclein 5'UTR reporter, inhibitor activity; in the data active means inhibition above about 60%; inconclusive means no clear call, values can overlap the other calls;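 further: H4 neuroglioblastoma cells stably carrying SNCA 5'UTR luciferase fusion; 0% = DMSO wells and 100% = positive control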
# IEC-6 cytotox – cytotoxicity in IEC-6 intestinal epithelial cells, primary screen, cytotoxicity control for KLF5 inhibitor project, cell-based, luminescence; IEC-6 cytotoxicity, luminescence viability; inhibition, % at 5 µM; 0.78% of 290,000 active; AID 1825, 2009; in the data active means inhibition above about 22%;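 further: 0% = plate median of test compound wells and 100% = cytotoxic reference compound wells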
# * hit, by the source's call; i = inactive; ? = inconclusive; . = no result given. These rows are one share of the data, so the mix of outcomes need not match the whole.
structure,PolyA inh,HSF1 activator,KLF5 inhibitor,GSK3 alpha inh,AI-2 QS modul,HSP90 refold inh,GSK3B inh,HSF1 inh,aSyn UTR inh,IEC-6 cytotox
O=C(c1cccc(C(F)(F)F)c1)C1CCCN(Cc2ncc[nH]2)C1 (stereo unspecified),i,-0.4,-34.0,-1.5,9.5,-0.5,0.5,6.4,2.0,-3.3
CC1CC(OP(O)(=S)c2ccc(N(C)C)cc2NC(=O)c2cccs2)CC(C)(C)C1 (stereo unspecified),i,21.5,-24.6,-3.7,8.3,-1.3,-3.7,3.9,-112.9,-1.9
CC1=C(C/C(C)=C/c2ccccc2)/C(=C/CO)[C@H](O)[C@](C)(O)C12CC2,i,11.5,.,8.7,10.6,.,-1.2,3.7,10.3,.
CCOc1ccccc1CN1CCCC(C(=O)c2cc(F)ccc2F)C1 (stereo unspecified),i,6.8,-13.7,-2.0,11.0,7.7,-0.2,15.4,-4.8,6.8
CP(=O)(O)CN1CCCCC1,i,-6.5,-21.5,-0.7,35.3,-1.5,-3.0,-10.5,8.9,-3.4
O=c1c2ccccc2nc(-c2ccccc2)n1-c1nccs1,i,-7.4,-29.6,0.9,2.7,0.1,1.7,1.3,10.5,-1.0
COc1ccc(/C=N\N=C(N)N)cc1,i,-10.7,2.3,-1.2,6.7,3.2,1.3,-3.5,-5.2,1.8
CN1C(=O)C(c2ccc([N+](=O)[O-])cc2[N+](=O)[O-])C(=O)N(C)C1=O,i,11.6,-0.9,-0.8,15.9,-3.6,-1.5,-5.0,0.4,4.4
O=c1c2ccccc2nc(-c2ccco2)n1-c1ccc(Br)cc1,i,9.0,-8.7,-0.6,13.4,0.9,1.2,-5.0,9.5,-4.2
CCOC(=O)c1ccc(N=Cc2c(O)n(-c3ccccc3F)c(=S)[nH]c2=O)cc1,i,-24.0,-9.2,-3.4,4.3,1.6,4.8,-21.4,16.4,-12.4
CCOP(=O)(OCC)C(C)(C)NC(=O)C(Cl)(Cl)Cl,i,37.9,-31.2,-1.2,19.0,0.8,1.3,8.0,10.0,-8.3
CCCCNS(=O)(=O)c1ccc(OCC(=O)N2CCN(Cc3ccc4c(c3)OCO4)CC2)cc1,i,5.2,-0.8,-2.1,10.6,3.3,-1.9,-0.6,7.7,4.5
O=C(O)c1cn(Cc2ccccc2)nc1-c1ccccc1,i,-0.7,-9.0,-0.1,23.4,1.8,-5.9,-0.7,-22.0,-1.0
Cc1ccc(-n2c(O)c(C=Nc3ccc(S(=O)(=O)N(C)C)cc3)c(=O)[nH]c2=O)cc1,i,43.6,-16.8,2.8,24.0,2.2,5.2,14.6,9.4,-12.5
O=C(C[N+]12CCN(CC1)CC2)NCCc1ccc(Cl)cc1Cl,i,-4.4,1.4,0.1,17.0,2.4,0.3,-10.7,-9.7,-6.8
Cn1cc(C(=O)NCc2ccccc2)c2ccccc21,i,-16.5,-11.9,.,-2.3,2.9,6.0,-3.4,18.5,4.4
C/C(=N\N1CCCCC1c1cccnc1)c1c(O)n(C2CCCCC2)c(=S)[nH]c1=O (stereo unspecified),i,2.7,-10.3,-0.6,12.3,2.8,3.1,-3.0,16.5,-0.5
COc1ccccc1OCCCn1cc(C(=O)c2ccco2)c2ccccc21,i,38.4,-62.1,-4.9,9.0,6.7,9.8,6.1,-59.9,-1.6
CN1C(=O)NC(=O)C(C)(C2=CCCCC2)C1=O (stereo unspecified),i,3.2,.,-0.3,4.3,.,2.4,-5.1,-71.3,.
C=C1C[C@@H]2[C@H](CC[C@]3(C)C(=O)CC[C@@H]23)[C@@]2(C)C=CC(=O)C=C12,i,-25.5,-30.4,-2.9,9.6,-0.5,-0.8,-16.7,-141.4,-5.8
O=C(CN1CCOCC1)c1ccc2cc[nH]c2c1,i,0.1,-9.6,3.2,23.2,0.5,-9.7,-4.1,-14.3,3.0
CC12CCCCC1=[N+]([O-])CN2O (stereo unspecified),i,-1.8,-20.0,0.9,14.9,-2.1,1.0,-5.8,-22.8,1.2
O=C(COc1ccc(Cl)cc1)N1CCN(Cc2ccccc2)CC1,i,-9.5,-11.7,-2.0,38.4,-0.6,1.1,-6.0,2.7,-1.6
O=C(COC(=O)Cc1ccccc1)Nc1ncc(Cl)cc1Cl,i,-3.7,-32.4,-0.6,6.8,1.4,-0.1,0.4,1.9,1.0
CCc1ccc(/C=C(/C#N)C(N)=S)cc1,i,-18.6,-6.8,0.5,15.9,1.6,1.3,-4.6,-28.1,3.7
CCN(CC)c1ccc(/C=C/[N+](=O)[O-])cc1,i,?,-15.6,-1.5,-2.9,7.5,2.1,34.3,-47.1,0.5
CC(C)CN1CCN(Cc2c(F)cccc2Cl)CC1CCO (stereo unspecified),i,-18.0,-14.9,-0.4,16.4,-6.5,-0.1,-6.3,-0.2,-4.8
Cc1nn(Cc2ccccc2)c(C)c1C(=O)OCC(=O)Nc1ccccc1SCC#N,i,10.3,-6.9,0.7,13.4,-2.4,-2.8,4.9,12.5,1.1
CC(=O)c1c(C)n(Cc2ccccc2)c2ccc(O)cc12,i,-29.2,-11.6,-1.1,-3.3,1.7,0.8,-12.1,9.3,5.4
CC12CCC3C(CC=C4CC5(CCC43C)OCCO5)C1CCC2=O (stereo unspecified),i,-79.1,-6.6,-0.2,15.3,-0.2,4.4,-73.5*,20.1,-0.6
CCCCC(=O)C1C(=O)NC(=O)NC1=O,i,3.5,-6.1,1.8,16.8,-2.3,-3.2,-1.5,16.9,-3.9
CN(C)c1ccc(C(=O)c2ccc(N(C)C)cc2)cc1,i,8.5,-41.5,-0.1,13.2,5.3,3.0,6.8,-108.0,33.4*
Cc1ccc(S(=O)(=O)CC(C)(O)C(=O)Nc2cccc(C(F)(F)F)c2)cc1 (stereo unspecified),i,-1.2,19.0,-0.7,8.5,0.8,1.3,7.4,14.2,-1.1
CC(Cc1ccccc1)NC(=O)Cc1ccc([N+](=O)[O-])cc1 (stereo unspecified),i,-7.2,-11.0,-1.4,-1.3,3.4,-5.0,2.4,2.0,0.9
CC(=O)N(C1=NCCCS1)c1ccccc1F,i,-8.3,-9.3,6.0,6.7,-2.8,-0.5,-6.2,-6.9,-3.9
COc1cc(C2SCC(=O)Nc3c2c(=O)[nH]n3C2CCCCCC2)cc(OC)c1OC (stereo unspecified),i,32.2,-12.4,-0.4,24.6,4.6,0.1,4.7,1.7,1.8
C=CCn1c(O)c(/C=N/N2CCOCC2)c(=O)[nH]c1=S,i,35.0,4.0,-7.0,41.2,0.6,-0.1,5.2,-4.3,7.0
Cc1ccccc1N1C(=O)/C(=C/c2ccco2)C(=O)NC1=S,i,-4.7,-15.5,-0.4,10.4,-1.1,-0.2,-1.7,22.1,-19.6
FC(F)(F)c1ccccc1N1CC1c1ccncc1 (stereo unspecified),i,-6.0,-58.3,-0.5,1.1,-4.3,-0.1,2.0,15.3,-2.3
CC(=O)c1cccc(OCC(O)CN2CC=C(c3ccccc3)CC2)c1 (stereo unspecified),i,-9.8,24.7,1.0,23.5,3.1,2.7,-3.3,-11.2,4.5
Cc1ccccc1-n1c(O)c(/C=N/Nc2nc3c(c(=O)n(C)c(=O)n3C)n2C)c(=O)[nH]c1=S,i,12.4,-8.5,1.2,13.3,-0.8,1.2,-2.3,0.8,1.6
Cc1ccc(C2=NC(C)(C)N3C2C3c2ccc([N+](=O)[O-])cc2)cc1 (stereo unspecified),i,-14.4,-25.5,-0.3,14.8,-1.7,2.6,5.5,16.0,-2.1
COc1ccc(CCN)cc1OC,i,9.5,.,-1.0,4.5,.,-0.6,1.5,-26.7,.
Cc1ccc(S(=O)(=O)N2CCCCC2)cc1NC(=O)CN1CC=C(c2ccccc2)CC1,i,-10.0,-20.9,-1.8,7.4,6.0,1.7,-2.6,4.8,8.8
CC(=O)Nc1ccc(C(=O)C(Cc2ccccc2)N(C)C)cc1 (stereo unspecified),.,-5.4,-24.1,-3.1,-5.3,1.0,-1.7,0.3,-12.1,-0.8
Cc1nc2ccc(Cl)cc2c(=O)n1-c1cccc(Cl)c1,i,-6.9,-18.0,-1.6,11.6,2.1,1.5,-12.8,14.3,-7.3
COc1ccccc1C1C([N+](=O)[O-])=C(N)Oc2c1c(=O)oc1ccccc21 (stereo unspecified),i,17.2,-46.0,-2.0,-7.6,4.8,3.0,3.9,-10.4,5.7
CN1CCN(c2nccc3c2ncn3C)CC1,i,5.9,7.2,0.2,1.8,-1.2,-1.4,-2.6,-0.1,-6.2
O=[N+]([O-])c1ccc(N2CCNCC2)c2ncccc12,i,3.0,-34.5,.,3.8,-4.1,2.9,5.3,12.5,-8.6
C[N+]1(C)C2CCC1CC(OC(=O)C(CO)c1ccccc1)C2 (stereo unspecified),i,-4.6,-12.8,-1.2,18.5,-1.5,1.2,-18.4,4.5,-2.7
Cc1cc(Oc2ccc(C(F)(F)F)cc2[N+](=O)[O-])c2c3c(c(=O)oc2c1)CCCC3,i,9.9,-17.5,.,26.6,-5.9,0.4,-0.8,-1.0,-5.0
Cc1ccsc1C(=O)C1CCCN(Cc2cnc(N3CCOCC3)s2)C1 (stereo unspecified),i,3.4,-18.5,-5.0,-14.7,-0.2,-1.0,-7.7,-16.8,0.8
CCOc1ccc(C2SCC(=O)Nc3c2c(C)nn3C2CCOC(C)(C)C2)cc1 (stereo unspecified),i,1.6,-8.9,-1.5,3.1,1.8,-0.1,8.0,15.5,4.8
CC(=NCc1cccnc1)c1c(O)n(-c2ccccc2C)c(=O)[nH]c1=O,i,-19.7,8.0,-1.5,-1.3,-1.7,5.0,-0.4,8.7,0.7
